Compound activity from PubChem BioAssay.
TDP2 absorb: TDP2 (human) inhibition, absorbance primary screen; inhibition, % at 12.8 µM; hit rate 0.34% among 370,000; recombinant TDP2, T5PNP hydrolysis, p-nitrophenol absorbance 415 nm; O95551;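 active = inhibition above the mean of all tested compounds plus 3 SD, set per campaign, cut at about 25% in these data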;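 note: 0% = DMSO with enzyme and 100% = buffer with substrate but no TDP2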
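Test system: human TDP2 enzyme; Input: 120 nM TDP2 per well; Buffer or medium: Mg2+-containing Tris-HCl buffer, pH 7.5; Reagent: 5 mM T5PNP; Dosing: 12.8 µM single point, 1% DMSO; Incubation: reaction 2 h, 37 °C; Detection: p-Nitrophenol epi absorbance; Read-out: % inhibition relative to enzyme-containing and enzyme-free wells; Replicates: single well per compound.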
PLCg1 inh: blocks human PLC-gamma1 enzyme activity. inhibition, % at 12.2 µM. P19174. hit rate 0.84% among 370,000. purified PLC-gamma1, fluorogenic substrate, fluorescence. AID 720700; in the data active = inhibition above about 9.5%
ADAM10 inh: ADAM10 inhibition, QFRET primary screen; inhibition, % at 7 µM; AID 720582; recombinant ADAM10, EDANS/DABCYL FRET peptide cleavage, 3 h; O14672; hit rate 0.62% among 370,000;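 active = inhibition above a per-campaign cutoff equal to the mean of compounds falling between control-based bounds plus 3 SD, cut at about 20% in these data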;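 note: 0% = DMSO wells while the 100% control is not disclosed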
SIAE inh: human SIAE inhibition, primary screen; Q9HAT2; SIAE FP-Rh probe binding, fluorescence polarization; inhibition, % at 9.66 µM; hit rate 0.69% among 370,000;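 active = inhibition above a cutoff: mean of compounds within the control limits plus 3 SD of those, cut at about 17% in these data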;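 note: 0% = plate median of compound wells and 100% = probe without SIAE protein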
Tn6 DDE FP: DD(E)-Tn6 binding inhibition, primary FP screen; AID 720509; Fibrin DD(E) TRITC-Tn6 fluorescence polarization displacement; P02675; inhibition, % at 8.3 µM; hit rate 0.21% among 370,000;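 active = inhibition above a per-campaign cutoff: mean of compounds within control limits plus 3 SD, cut at about 15% in these data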;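 note: 0% = median of all compound wells on the plate and 100% = blocking peptide control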
ASAP1 GAP inh: ASAP1 ArfGAP inhibition; Q9ULH1; ASAP1-stimulated ARF1 GTP hydrolysis, GDP FP detection; inhibition, % at 16.5 µM; hit rate 0.19% among 360,000; AID 624377; in the data active = inhibition above about 25%;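 note: 0% = vehicle with enzyme and substrate and 100% = no enzyme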
ADAM17 inh: inhibits human ADAM17; P78536; recombinant ADAM17, EDANS/DABCYL FRET peptide cleavage; inhibition, % at 6.95 µM; hit rate 0.83% among 370,000;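 active = inhibition above the mean of compounds lying between control limits plus 3 SD, set per campaign, cut at about 8.5% in these data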;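 note: 0% = DMSO-only wells as the low control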
Target sequence (P78536 215-824 limits assumed): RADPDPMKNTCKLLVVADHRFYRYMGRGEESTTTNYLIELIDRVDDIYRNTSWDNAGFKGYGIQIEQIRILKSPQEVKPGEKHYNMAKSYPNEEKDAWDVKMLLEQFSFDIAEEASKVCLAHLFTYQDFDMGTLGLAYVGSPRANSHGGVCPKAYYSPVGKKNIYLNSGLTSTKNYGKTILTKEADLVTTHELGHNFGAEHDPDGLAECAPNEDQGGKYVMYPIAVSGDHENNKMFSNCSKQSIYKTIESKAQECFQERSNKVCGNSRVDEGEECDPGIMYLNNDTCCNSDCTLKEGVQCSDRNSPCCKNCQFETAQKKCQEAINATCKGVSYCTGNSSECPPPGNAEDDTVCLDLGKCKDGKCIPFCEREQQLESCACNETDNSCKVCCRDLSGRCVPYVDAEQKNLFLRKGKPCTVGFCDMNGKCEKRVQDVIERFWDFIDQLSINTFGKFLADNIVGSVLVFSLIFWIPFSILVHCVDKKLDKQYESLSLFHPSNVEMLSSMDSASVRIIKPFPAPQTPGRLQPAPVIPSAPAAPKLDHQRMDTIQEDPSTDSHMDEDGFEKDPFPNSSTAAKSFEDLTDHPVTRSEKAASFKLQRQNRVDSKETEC
Tn7 DDE FP: DD(E)-Tn7 binding inhibition, primary FP screen. P02675. FP displacement of FITC-Tn7 peptide from fibrin DD(E); 0% = median of compound wells per plate. inhibition, % at 8.3 µM. hit rate 0.13% among 370,000;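 active = inhibition above the mean of compounds falling within the control limits plus 3 SD of them, cut at about 14% in these data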;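 note: 0% = plate median of compound wells and 100% = 10 µM Aha-Tn7 peptide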
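system = human fibrin DD(E) protein | quantity = DD(E) 2 µM final | medium = Tris/NaCl/CaCl2 buffer, pH 7.8 | also added = labelled Tn7 tracer, 0.1 µM | compound dosing = single point at 8.3 µM | timing = compound with protein 10 min, then 3 h after probe, room temperature | signal = FP measurement | benchmarks = Aha-Tn7 high control | repeats = one replicate per compound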
PLCb3 inh: PLC-beta3 (human) inhibition, primary screen; Q01970; Purified PLC-beta3, fluorogenic substrate, fluorescence; inhibition, % at 12.2 µM; hit rate 0.18% among 370,000; AID 720704; in the data active = inhibition above about 11%;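 note: 0% = median of compound wells on plate and 100% = full blocker control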
ARFGAP1 inh: inhibitors of rat ARFGAP1; Q62848; Arfgap1-stimulated ARF1 GTP hydrolysis, GDP FP detection; inhibition, % at 16.5 µM; hit rate 0.26% among 360,000; AID 651572;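 active = inhibition above a per-plate limit, mean inhibition of low control wells plus 3 SD, cut at about 25% in these data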;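 note: 0% = DMSO wells with enzyme and 100% = wells lacking Arfgap1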
Target sequence (Q62848 1-136 limits assumed): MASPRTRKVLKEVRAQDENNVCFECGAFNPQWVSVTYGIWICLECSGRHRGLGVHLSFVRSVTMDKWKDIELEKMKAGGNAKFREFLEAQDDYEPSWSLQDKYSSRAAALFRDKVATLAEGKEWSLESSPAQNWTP
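Material: rat Arfgap1 catalytic domain, aa 1-136; also added: human ARF1(Δ1-17)-GTP substrate; compound dosing: one concentration, 16.5 µM, DMSO 1.26%; incubation: GTP hydrolysis reaction 2 h at 25 °C; measured by: Tracer-displacement fluorescence polarization with EDTA stop, 620/688 nm; evaluation: % inhibition from polarization; repeats: one replicate per compound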
Active calls of the source: *; & = joins results of further samples.

| TDP2 absorb | PLCg1 inh | ADAM10 inh | SIAE inh | Tn6 DDE FP | ASAP1 GAP inh | ADAM17 inh | Tn7 DDE FP | mol | PLCb3 inh | ARFGAP1 inh |
| --- | --- | --- | --- | --- | --- | --- | --- | --- | --- | --- |
| -3 | -1 | 1 | 1 | -4 | 10 | 2 | 8 | Cc1nc(-c2cccnc2)sc1C(=O)Nc1cccc(C(F)(F)F)c1 | -4 | 8 |
| 0 | -7 | -2 | 3 | 6 | 7 | -1 | -1 | Cc1ccc(C2C(C#N)=C(N)N(c3cccnc3)C3=C2C(=O)CCC3)c(C)c1 (configuration not stated) | -1 | -9 |
| 6 | 0 | 2 | -3 | -2 | 4 | -2 | -9 | Cc1cccc(C)c1NC(=O)C1c2ccccc2OCC(=O)N1CC(F)(F)F (configuration not stated) | 1 | 4 |
| 4 | -4 | -7 | 0 | -9 | 16 | -9 | 1 | N#CCC(=O)N/N=C/c1ccc(Cl)cc1 | -15 | -4 |
| 0 | -156 | -9 | -36 | -9 | 9 | -4 | -5 | O=C(NCc1ccco1)c1nn2c(C(F)(F)F)cc(-c3cccs3)nc2c1Br | -188 | -10 |
| -4 | 0 | -1 | -3 | -1 | 7 | -1 | 2 | CCN(Cc1ccccc1)C(=O)c1ccc(Cl)cc1[N+](=O)[O-] | 1 | 11 |
| -3 | -4 | -4 | -15 | 2 | -12 | 0 | -4 | Cc1cc(C)nc(NC(=O)/C=C/c2ccccc2Cl)c1 | -1 | -3 |
| -5 | 3 | 11 | 1 | 0 | 1 | 6 | -1 | CCCCCCC(=O)Oc1cccc(N2C(=O)C3CCCCC3C2=O)c1 (configuration not stated) | -2 | -3 |
| -4 | 0 | 12 | 3 | -6 | -8 | -3 | 0 | Cc1ccc(NC(=O)Nc2cccnc2)cc1 | -8 | -12 |
| -14 | 4 | 10 | 1 | -4 | 2 | 5 | 4 | O=C1c2ccccc2C(=O)N1CCCc1c[nH]c2ccc(Cl)cc12 | -3 | 33* |
| 86* | -259 | -197 | 9 | -7 | -2 | -51 | -3 | Cc1cc(=O)n2c3c(c4c(cc13)c(CN(C)C)cc(=O)n4C)OC2 | -365 | -2 |
| 6 | -1 | -7 | -4 | 0 | -3 | -7 | 1 | OC(COc1cccc2ccccc12)CN1CCOCC1 (configuration not stated) | 0 | 7 |
| 3 | 1 | -1 | 1 | -3 | 3 | -3 | 8 | CC(=O)NC1C(Oc2ccc3c(C)cc(=O)oc3c2)OC(COC(C)=O)C(OC(C)=O)C1OC(C)=O (configuration not stated) | 3 | 11 |
| -5 | 4 | 6 | 1 | -2 | -9 | -3 | 6 | CC(C)(C)NC(=S)N1CCC(C(=O)c2ccc(Cl)cc2)CC1 | 0 | 1 |
| 17 | 1 | 5 | -2 | -6 | 11 | 2 | 2 | COc1ccccc1NC(=O)CN1CCCCCC1 | 3 | 5 |
| 4 | 2 | 6 | 2 | 7 | -17 | -2 | 2 | COc1ccc(CCC(=O)OCC(=O)N2CCN(S(=O)(=O)c3ccc(C)cc3C)CC2)cc1 | -5 | 4 |
| 3 | 3 | 0 | 11 | 1 | -7 | 2 | -4 | O=[N+]([O-])c1cccnc1Sc1ccc(Br)cc1 | 2 | 8 |
| -7 | 1 | -2 | -4 | -2 | 8 | -2 | 2 | CC(C)C(=O)Nc1nnc(SCC(=O)N2C(C)CCCC2C)s1 (configuration not stated) | 0 | 9 |
| -5 | 1 | 1 | 7 | -5 | -3 | 0 | -6 | Cn1cnnc1SCC(=O)Nc1cccc(S(=O)(=O)N2CCOCC2)c1 | -3 | 3 |
| -11 | 2 | -12 | -6 | 0 | 1 | -4 | 2 | Nc1nc(NCC2CCCO2)nc(Nc2ccc(Cl)cc2)c1[N+](=O)[O-] (configuration not stated) | 1 | 2 |
| 17 | -5 | -3 | 10 | 0 | 5 | -2 | -5 | O=C(NC(Cc1c[nH]c2ccccc12)C(=O)O)/C(=C/c1ccc(F)cc1)NC(=O)c1ccccc1 (configuration not stated) | -11 | -8 |
| -1 | -1 | -13 | 4 | -2 | 11 | -1 | 7 | CCN(CC)C(=O)c1[nH]cnc1C(=O)Nc1cccc(Cl)c1 | -1 | 4 |
| -5 | 2 | 10 | 5 | 4 | -10 | -3 | -5 | CC(=O)N1CCN(S(=O)(=O)c2cccc(C(=O)Nc3ccc(F)c(F)c3)c2)CC1 | -7 | 2 |
| 9 | 0 | 8 | 3 | 1 | 2 | -10 | -1 | C/C(=N\NS(C)(=O)=O)c1ccc(C)cc1 | 2 | -2 |
| -5 | -2 | -5 | -3 | -1 | 6 | -1 | 1 | CC1Cc2ccccc2N1Cc1cc(=O)c(OCC(=O)NCCc2ccccc2)co1 (configuration not stated) | -10 | -1 |

(cont.)
| TDP2 absorb | PLCg1 inh | ADAM10 inh | SIAE inh | Tn6 DDE FP | ASAP1 GAP inh | ADAM17 inh | Tn7 DDE FP | mol | PLCb3 inh | ARFGAP1 inh |
| --- | --- | --- | --- | --- | --- | --- | --- | --- | --- | --- |
| -17 | 3 | 3 | -2 | 6 | 0 | -1 | -2 | O=C(CN1CCCCC1)N1CCN(S(=O)(=O)c2ccccc2)C1 | 1 | 1 |
| 4 | 2 | -6 | 2 | 2 | -13 | -2 | 2 | CC(CNC(=O)Cn1ccc(N)nc1=O)c1ccccc1 (configuration not stated) | 5 | -6 |
| 4 | -3 | 4 | 4 | -2 | -13 | 0 | 9 | CCC(O)C1CCN(Cc2cn(-c3ccc(OC)cc3)nc2-c2cccc(F)c2)CC1 (configuration not stated) | -4 | 4 |
| -1 | -3 | -3 | -3 | 1 | 11 | -1 | 0 | Cn1ccc2c([N+](=O)[O-])cccc2c1=O | -1 | 21 |
| 7 | -2 | -3 | 5 | 2 | 8 | -4 | 6 | O=C(OCC1CC(c2ccccc2)=NO1)c1ccc(Cl)cc1 (configuration not stated) | 0 | -1 |
| 5&1 | -3&0 | -9&-6 | -8&-5 | -6&5 | 9&20 | -8&-3 | 8&-3 | Cc1ccc(C(=O)Nc2cccc(C(F)(F)F)c2)cc1NC(=O)c1cnnc2ccccc12 | -7&0 | -4&12 |
| -6 | -5 | 1 | -2 | 11 | 7 | -2 | -7 | O=C(NNC(=O)c1ccco1)c1csc(N2CCOCC2)n1 | -2 | -3 |
| 1 | -6 | -7 | -2 | 0 | -12 | -4 | -4 | OC[C@@H]1CN(Cc2ccc(Cl)cc2)C[C@H](n2cnc3c(NCc4ccncc4)ncnc32)O1 | -2 | -4 |
| 5 | -37 | -127 | -1 | 1 | -4 | -23 | -4 | Cc1cc2[nH]c(=O)c(=O)[nH]c2cc1S(=O)(=O)N1CCC(C)CC1 | -52 | 32* |
| 1 | -40 | 3 | 3 | -5 | 2 | 1 | -3 | COc1ccc(OC)c(NC(=O)c2cccc(S(=O)(=O)N(Cc3ccccc3)c3ccccc3OC)c2)c1 | -55 | -15 |
| 4 | -67 | -15 | 1 | -4 | 3 | -6 | 1 | COc1cccc(-n2c(C)cc(/C=C3\C(=N)N4N=C(CC(=O)N5CCOCC5)SC4=NC3=O)c2C)c1 | -102 | 8 |
| -7 | -1 | -15 | 3 | -4 | -6 | -2 | 3 | O=C(COC(=O)c1ccccc1Br)Nc1ccc2[nH]c(=O)[nH]c2c1 | -8 | 8 |
| 0 | -9 | 1 | 0 | 1 | -6 | -1 | -3 | CC(C)CN(C(=O)c1ccc([N+](=O)[O-])s1)c1c(N)n(Cc2ccccc2)c(=O)[nH]c1=O | -7 | 8 |
| -1 | -1 | 3 | 8 | 1 | 0 | 6 | -4 | CCOC(=O)c1c(NC(=O)CN2C(=O)NC3(CCCCC3)C2=O)sc(C)c1-c1ccc(C)cc1 | 0 | 8 |
| -9 | 2 | -6 | -5 | 0 | 2 | -5 | 3 | CC1CCCCC1NC(=O)CN(C)S(=O)(=O)c1cccc2cccnc12 (configuration not stated) | -11 | -3 |
| 3 | -3 | -6 | -3 | -5 | -11 | -1 | -2 | N#Cc1nc(COc2ccccc2)oc1NCCCn1ccnc1 | 0 | 2 |
| -2 | -2 | -18 | 1 | -1 | 9 | -3 | 6 | CCOC(=O)c1ccc(N2C(=O)CC(N3CCN(Cc4ccccc4)CC3)C2=O)cc1 (configuration not stated) | 0 | 1 |
| 13 | -225 | -456 | 1 | 4 | 6 | -129 | 1 | CCn1nc2cc(C(=O)NCC34CC5CC(CC(C5)C3)C4)ccc2c1OC | -340 | -9 |
| -6 | 3 | 7 | 5 | -2 | -1 | -1 | -3 | CCn1c(COc2ccccc2OC)nnc1SCC(=O)NC1CCCC1 | -1 | -1 |
| 6 | -1 | 2 | 1 | 7 | -5 | 1 | 6 | O=C(C1CCN(Cc2cc(Cl)ccc2O)CC1)N1CCN(Cc2ccccc2)CC1 | 1 | -7 |
| 0 | -5 | -8 | 6 | 2 | -1 | 1 | -3 | COc1cccc(OC)c1C(=O)N1CCN(Cc2c[nH]c3ccccc23)CC1 | 2 | 0 |
| 9 | -2 | -2 | 3 | -3 | -6 | -2 | -6 | COc1ccc(/C=N/NC(=O)CNC(=O)c2ccc3c(c2)OCCO3)c(C(=O)O)c1OC | -4 | -13 |
| -3 | 2 | -9 | 1 | -3 | 2 | 1 | -3 | O=C(Cn1c(-c2ccccc2)c[n+]2ccsc12)c1ccc([N+](=O)[O-])cc1 | 0 | 13 |
| 0 | 1 | -10 | 2 | -14 | 7 | -5 | -7 | Cc1ccnc2c1NC(=O)c1cccnc1N2C1CC1 | -2 | 4 |
| -2 | 2 | 5 | 5 | 5 | 2 | -2 | 1 | O=C(Nc1cccc([N+](=O)[O-])c1)ONC1=NCCCCC1 | -6 | 9 |
| -3 | 1 | -1 | -1 | 7 | 5 | 0 | -9 | O=C(O)c1ccc(N2CC3CC(C2)c2cccc(=O)n2C3)c(NC(=S)Nc2ccc(Cl)cc2Cl)c1 (configuration not stated) | 2 | 2 |
| 3 | 0 | 2 | -8 | 8 | 3 | -1 | -7 | C[C@H]1COC(=O)[C@@H](CC(=O)OC(C)(C)C)C/C=C\C[C@H](CC(=O)NCCO)C(=O)N1 | 0 | -7 |
| 15 | -2 | -5 | 9 | 2 | -13 | -6 | 4 | COc1cccc(N2CC(O)Cn3c2nc2c3c(=O)[nH]c(=O)n2C)c1 (configuration not stated) | -8 | -4 |
